HCV NS3 hel inh: HCV NS3 helicase inhibition | 0.56% of 290,000 active | NS3 helicase DNA unwinding, Cy5 molecular beacon fluorescence | AID 1800 | inhibition, % at 10.9 µM;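 active = inhibition above the mean of all tested compounds plus 3 SD, set per campaign, cut at about 35% in these data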;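 note: 0% = DMSO wells and 100% = thioflavine S control wells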
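Measured by: Cy5 fluorescence, 0 and 60 min reads / Assay system: NS3 helicase fragment of HCV / Control set: low DMSO, high thioflavine S at 110 µM / Times: 1 h reaction at 25 °C, ATP-initiated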
CRFR2-BP antag: CRF-BP/CRF-R2 complex antagonism; HEK293 CRF-R2/CRF-BP, CRF-induced calcium fluorescence; inhibition, % at 11.8 µM; 0.59% of 350,000 active;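 active = inhibition of the ligand-induced calcium signal above about 50% at the single tested concentration, limit read from the data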
IDE cell activ: boosts human insulin-degrading enzyme activity in HEK cells. FAbeta-B cleavage, fluorescence polarization; 0% vehicle, 100% cell-free pure enzyme wells. activation, % at 5.96 µM. 0.073% of 340,000 active;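 active = activation above the mean of all tested compounds plus 3 SD, set per screening campaign, cut at about 17% in these data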
SUMO HTRF inh: blocks human SUMOylation mediated by UBC9 | P63279 | HTRF SUMOylation assay, SAE1/SAE2 + UBC9, in vitro | inhibition, % at 35 µM | 0.36% of 290,000 active | AID 2006; in the data active = inhibition above about 50%, passing the limit was not always enough; note: strong numbers were not always called active
Target sequence (P63279 whole entry, looked up): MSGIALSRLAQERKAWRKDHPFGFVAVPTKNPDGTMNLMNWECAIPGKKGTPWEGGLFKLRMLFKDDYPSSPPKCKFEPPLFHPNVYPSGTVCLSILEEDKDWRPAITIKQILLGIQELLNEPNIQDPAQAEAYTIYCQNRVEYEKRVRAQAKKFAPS
GalR3 antagonist: blocks the human galanin receptor 3; O60755; HEK293 GalR3-CNG cAMP membrane potential fluorescence; galR3 body fused to GalR1 C-terminus; 0.44% of 360,000 active; AID 651719; inhibition, % at 3 µM;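 active = inhibition above the screen-wide average plus 3 SD, cut at about 13% in these data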;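 note: forskolin and galanin both at EC90 stimulate the cells; cAMP rise reported by CNG channel membrane potential dye signal; 0% = forskolin plus galanin with DMSO and 100% = forskolin alone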
Target sequence (O60755 1-299 limits assumed): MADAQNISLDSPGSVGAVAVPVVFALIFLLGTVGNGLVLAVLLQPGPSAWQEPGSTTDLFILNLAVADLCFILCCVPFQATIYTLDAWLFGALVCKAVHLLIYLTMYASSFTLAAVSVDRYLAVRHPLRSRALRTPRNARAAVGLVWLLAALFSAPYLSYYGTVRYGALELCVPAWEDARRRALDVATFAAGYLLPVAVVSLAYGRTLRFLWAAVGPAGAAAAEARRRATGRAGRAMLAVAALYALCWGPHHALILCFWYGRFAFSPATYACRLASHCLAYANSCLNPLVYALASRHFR
VIM-2 inh: inhibitors of Pseudomonas aeruginosa VIM-2 metallo-beta-lactamase; AID 1527; 0.89% of 290,000 active; inhibition, % at 5.6 µM; purified VIM-2, nitrocefin hydrolysis, epi-absorbance fluorescence;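 active = inhibition above the mean of all tested compounds plus 3 SD, cutoff set per screening run, cut at about 7.5% in these data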;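 note: red hydrolysis product quenches plate fluorescence so inhibitors raise well fluorescence; 0% = enzyme with DMSO and 100% = DMSO without enzyme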
IDE cell inh: inhibitors of human insulin-degrading enzyme in cells. 0.41% of 320,000 active. AID 434962. HEK cells, FAbetaB cleavage, fluorescence polarization. inhibition, % at 5.59 µM;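 active = percent inhibition above the average of all tested compounds plus 3 SD, set per screening campaign, cut at about 16% in these data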;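 note: IDE supplied by intact live HEK cells; FP after avidin binding of uncleaved biotin substrate so inhibition keeps polarization high; 0% = DMSO wells and 100% = 60 µM reference IDE inhibitor Ii1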
p-CIP stab down: compounds decreasing mouse p/CIP protein stability; Q05BA5; 0.01% of 290,000 active; F442A p/CIP-EGFP cells, EGFP fluorescence, 16 h; decrease of EGFP signal, % at 10 µM;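 active = EGFP signal decrease of at least 30% at 10 µM or well 3 SD below plate mean, unless failing retest; inactive = the rest, including hits failing retest or dose response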; note: some compounds called inactive have numbers as strong as hits; many of its hits are not listed in these tables
IMP-1 inh: blocks Pseudomonas aeruginosa IMP-1 metallo-beta-lactamase; purified IMP-1, nitrocefin hydrolysis, epi-absorbance fluorescence; inhibition, % at 5.6 µM; 0.45% of 290,000 active; AID 1556;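 active = inhibition above the mean plus 3 SD of all compounds in the same screening run, cut at about 4.5% in these data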;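 note: 0% = IMP-1 with DMSO and 100% = DMSO wells lacking enzyme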
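assay system = purified recombinant IMP-1 metallo-beta-lactamase enzyme | schedule = 15 min preincubation plus 25 min reaction at 25 °C | signal = Epi-absorbance fluorescence, 480 nm excitation, 530 nm emission | read-out basis = percent inhibition from optical density relative to buffer-blank wells | controls = IMP-1 with DMSO as 0%, enzyme-free DMSO as 100%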
* = called active by the depositor; . = no result given; & = joins results of further samples.

Screens in order: GalR3 antagonist	SUMO HTRF inh	IDE cell inh	CRFR2-BP antag	IDE cell activ	p-CIP stab down	VIM-2 inh	IMP-1 inh	HCV NS3 hel inh
- O=C(/C=C/c1ccc([N+](=O)[O-])cc1)N1CCN(S(=O)(=O)c2cccs2)CC1
    2	14	3	22	1	-2	-1.9	-3.2	-4
- CCOC(=O)c1c(NC(=O)C(C)N2CCN(C(=O)c3ccco3)CC2)sc2c1CCCC2 (stereo unspecified)
    -3	-7	-3	29	4	3	-2.4	-0.9	-5
- CN(Cc1ccc(F)cc1)C(=O)c1cccc(S(=O)(=O)N2CCN(c3ccc(F)cc3)CC2)c1
    -4	.	1	16	5	.	.	.	.
- N#C/C(=C/c1ccccc1)c1nn(CCO)c(N)c1C#N
    -5	-2	4	37	2	-6	-0.7	-2.2	-2
- CCOC(=O)CSc1ncnc2c1cnn2-c1ccc(C)cc1
    -5	10	2	23	-6	-4	-2.1	-2.8	1
- CC(=O)Nc1c(C(=O)Nc2ccc3c(c2)OCO3)oc2ccccc12
    -9	10	3	7	6	-2	-0.8	-1.7	5
- CC1(C(=O)N2CCN(C(=O)c3ccco3)CC2)CC1(Br)Br (stereo unspecified)
    -2	-6	5	8	-1	-6	-1.4	-3.4	0
- COc1ccc(C2=NN(C(=O)CCC(=O)O)C(c3ccc(F)cc3)C2)cc1 (stereo unspecified)
    -3	1	7	23	-1	1	-3.2	-2.0	5
- COc1ccc(-c2csc3ncnc(Oc4ccc5c(C)cc(=O)oc5c4)c23)cc1
    -4	37	0	2	-1	-1	0.5	-2.1	2
- COc1ccc([C@H]2/C=C\CN(S(C)(=O)=O)[C@@H](C)C(=O)N2Cc2ccc(F)cc2)cc1
    -6	.	-2	4	-1	.	.	.	.
- COc1ccccc1C(=O)Nc1ccc2c(c1)OCCO2
    -3	-18	0	4	6	-3	-0.9	-3.4	-5
- Cc1cc(C)cc(OCC(=O)NNC(=O)c2ccccn2)c1
    -7	.	0	-6	1	.	.	.	.
- CCOC(=O)C(C(=O)OCC)C(C#N)c1ccccc1 (stereo unspecified)
    -7	10	1	1	0	0	-4.6	-2.1	-3
- O=C(C1CCCC1)N1CCN(S(=O)(=O)c2ccc(F)c(F)c2F)CC1
    -7	1	2	-2	-1	2	-1.7	-1.8	-6
- COc1ccc(CN(C(=O)CSc2nnc(-c3ccc(OC)c(OC)c3)o2)c2ccc(F)cc2)cc1
    -4	4	4	-30	-5	-7	-3.3	-2.7	-1
- O=C1N=C(N2CCc3ccccc3C2)S/C1=C\c1cccc(O)c1
    1	-20	-1	22	0	-12	1.4	-1.4	-9
- O=C(NC1CCCCCCC1)C1c2ccccc2C(=O)N1Cc1ccco1 (stereo unspecified)
    -7	-22	0	4	-4	2	-1.2	-1.2	-4
- CC1CCN(C(=O)CCC(=O)N2CC(C)Oc3ccccc32)CC1 (stereo unspecified)
    .	10	-1	8	2	-2	-4.4	-2.5	8
- Cc1oc(-c2ccccc2Cl)nc1CSCC(=O)N1CCCC1
    -4	-7	1	20	-4	-6	-0.8	-4.2	1
- COc1ccc(C2=NN(C(=O)CCC(=O)O)C(c3ccccc3F)C2)cc1 (stereo unspecified)
    -9	12	0	-1	1	-2	-1.6	-1.9	3
- O=C(Nc1nnc(Cc2ccccc2)s1)c1cccs1
    -5	-8	4	5	-2	8	-1.6	-4.4	-3
- COc1ccccc1NC(=O)CCC(=O)OCc1ccc(Br)cc1
    -5	4	4	28	0	7	-1.6	-4.0	1
- CN[C@H]1CC[C@@H](c2ccc(Cl)c(Cl)c2)c2ccccc21
    -3	-14&-9	1&0	-36&-25	5&-1	5&-7	-2.5&-1.1	-1.2&-0.9	-79&-71
- CN1CCc2c(c3ccccc3n2C)C1
    -2	-3	-1	3	3	-2	-2.4	-2.1	-3
- O=S(=O)(Nc1ccc(-c2nc3cccnc3s2)cc1)c1cc(F)ccc1F
    -8	13	4	-7	3	-2	-1.6	-1.5	-1
- Cc1ccc(C)c(S(=O)(=O)N2CCN(C(=O)c3ccc(OCc4c(C)noc4C)cc3)CC2)c1
    -1	.	10	2	-2	.	.	.	.
- Cc1coc2c1c(C)cc1oc(=O)c(CC(=O)N[C@H](C(=O)O)C(C)C)c(C)c12
    -10	38	4	-2	3	5	-2.1	-2.5	17
- O=C(/C=C/c1cccc([N+](=O)[O-])c1)NCCSCc1c(Cl)cccc1Cl
    -1	-4	7	28	1	-4	-2.2	-5.1	-4
- Cc1cccc2cc(CN(Cc3ccc(F)cc3)Cc3nnnn3C3CCCC3)c(=O)[nH]c12
    -11	-8	4	-18	-2	39	-3.2	-1.1	-6
- CCN(CC)CCNC(=O)c1cn(CC)c2cc(N3CCN(C(=O)c4ccco4)CC3)c(F)cc2c1=O
    -5	21	-3	21	-1	2	4.1	-4.4	-6
- Cc1nc(N2CCC(C)CC2)c2c(C)c(C(=O)Nc3cccc(C(F)(F)F)c3)sc2n1
    -5	-30	-1	-51	3	7	-3.3	0.1	-14
- Cc1ccc(NC(=O)COC(=O)CN2C(=O)NC3(CCCC3)C2=O)cc1Cl
    -5	.	-2	3	5	.	.	.	.
- O=C(COc1ccc(Cl)cc1)NCCNC(=O)c1cnccn1
    -9	16	-2	9	4	-1	2.8	-0.3	-7
- Nc1cc(C(=O)OCC(=O)NCCC2=CCCCC2)ccc1Cl
    -4	.	3	10	-2	.	.	.	.
- Cc1ccc(-c2cc(C(=O)N3CCN(C(=O)c4ccco4)CC3)no2)cc1
    -8	-4	3	8	4	2	-1.8	-2.3	-2
- O=C1c2cccnc2C(Nc2cccc(F)c2)N1Cc1ccco1 (stereo unspecified)
    -3	2	-1	1	-3	0	-5.0	-1.7	2
- CCOC(=O)C1=C(C)Nc2ncnn2C1c1cccs1 (stereo unspecified)
    2	2	2	5	5	-9	-1.0	-1.9	8
- Cc1ccc(NC(=O)COC(=O)C2CC2)c(Br)c1
    -10	2	7	3	1	-5	-0.5	-2.8	-5
- CC(NC(=O)COC(=O)c1cn(-c2ccccc2)nc1-c1cccs1)c1ccccc1 (stereo unspecified)
    -7	-31	1	1	-3	-4	-1.8	-5.2	6
- O=C(COC(=O)c1cncc(Br)c1)NC1CCCC1
    -3	7	5	4	2	-1	0.0	-2.3	5
- CCOc1ccccc1C1c2[nH]c3ccccc3c2C[C@H]2C(=O)N(C3CCN(Cc4ccccc4)CC3)CC(=O)N12 (stereo partly specified)
    -8	-24	.	-32	6	2	-0.8	-1.6	-79
- Cc1ccc(C2C3CSCC=C3C(C#N)=C(N)C2(C#N)C#N)cc1 (stereo unspecified)
    1	-4	2	-10	-9	-7	-0.8	-1.1	18
- CC(C)(C)c1ccc(Oc2cccc(C3CC(=O)C(C4NCCc5ccccc54)C(=O)C3n3cncn3)c2)cc1 (stereo unspecified)
    -3	-46	-2	-28	-3	2	-2.8	-2.1	19
- C[C@@H]1COC(=O)[C@@H](Cc2ccc(F)cc2)CC/C=C\C[C@@H](CC(=O)NCCO)C(=O)N1
    0	.	5	0	10	.	.	.	.
- Cc1ccc(S(=O)(=O)NCc2ccccc2)s1
    -5	4	2	45	-2	-11	-1.4	-1.8	0
- CC(C)CC(=O)NC(=S)Nc1ccccc1C(F)(F)F
    -3	19	9	-16	1	-11	-1.7	2.5	1
- Cc1cc(NC(=O)CCC(=O)N(Cc2cccs2)C(C(=O)NC2CCCC2)c2ccncc2)no1 (stereo unspecified)
    -2	-20	-3	38	-1	-4	-3.5	-3.4	5
- CCN(CC(=O)Nc1ccccc1OC)C(=O)CCOc1ccc(C(C)(C)C)cc1
    1	.	-2	-3	5	.	.	.	.
- Cn1nc(C(F)(F)F)c(/C=N/OC(=O)c2ccc(Cl)cc2)c1Cl
    -1	20	-7	-7	2	6	-2.2	-1.8	0
- CCOc1ccc(C2CC(c3cccc(OC)c3OC)n3nnnc3N2)cc1Cl (stereo unspecified)
    -3	-14	2	-16	-1	-3	-0.1	3.0	-10

Later entries:
Screens in order: GalR3 antagonist	SUMO HTRF inh	IDE cell inh	CRFR2-BP antag	IDE cell activ	p-CIP stab down	VIM-2 inh	IMP-1 inh	HCV NS3 hel inh
- O=C(COC(=O)COc1ccc(Cl)cc1Br)NCc1cccs1
    -3	-14	-1	53*	8	12	-1.5	-1.4	1
- COc1cc(Cl)c(C)cc1N1C(=O)CN(Cc2ccccc2)C1=S
    -10	-3	5	20	0	4	-0.7	-2.0	-9
- CCn1c(SCC(=O)N2c3ccccc3Sc3ccccc32)nnc1-c1ccco1
    2	-10	4	10	-5	4	-1.8	-4.8	7
- COc1ccc(NC(=O)NC2(C(=O)N3CCCC3)CCCCC2)cc1
    -8	8	4	-8	0	5	-0.3	-3.3	10
- Cc1ccc(S(=O)(=O)N2CCOCC2)cc1C(=O)NC(=S)N1CC(C)CC(C)C1 (stereo unspecified)
    1	5	3	14	0	3	-3.9	-4.7	-6
- CS(=O)(=O)N1Cc2ccccc2CC1C(=O)OCC(=O)NCCc1ccc(S(N)(=O)=O)cc1 (stereo unspecified)
    -4	.	3	14	-2	.	.	.	.
- O=C(CC(=O)NCc1ccc(Cl)cc1)NCc1ccc(Cl)cc1
    -8	8	5	1	0	-17	-1.2	-2.6	4
- O=C(CSc1ccc(-c2cccnc2)nn1)N1CCCc2ccccc21
    -2	11	3	.	.	-4	-4.7	-4.1	7
- COc1ccc(C2C(C(=O)N3CCN(C)CC3)c3cc(OC)c(OC)cc3C(=O)N2C)cc1 (stereo unspecified)
    0	23	-1	-7	-3	1	1.1	-2.9	3
- O=C1c2cccc3c(N4CCCCC4)ccc(c23)C(=O)N1CCO
    -1	8	51*	-154	-35	-314	13*	0.7	-2

Results in CRFR2-BP antag, HCV NS3 hel inh and IMP-1 inh, for some of the entries so far:
| SMILES | CRFR2-BP antag | HCV NS3 hel inh | IMP-1 inh |
| --- | --- | --- | --- |
| O=C(NC1CCCCCCC1)C1c2ccccc2C(=O)N1Cc1ccco1 (stereo unspecified) | 4 | -4 | -1.2 |
| CC1CCN(C(=O)CCC(=O)N2CC(C)Oc3ccccc32)CC1 (stereo unspecified) | 8 | 8 | -2.5 |

(continued)
Screens in order: GalR3 antagonist	SUMO HTRF inh	IDE cell inh	CRFR2-BP antag	IDE cell activ	p-CIP stab down	VIM-2 inh	IMP-1 inh	HCV NS3 hel inh
- COc1ccc(/C=N/NC(=O)c2ccc(CN3C(=O)c4cccc5cccc3c45)cc2)cc1O
    -6	18	-4	21	1	12	-4.4	-3.1	-2
- COc1ccccc1OCCOc1ccc(/C=C2/C(=N)N3OC(C)=CC3=NC2=O)cc1OC
    -2	13	6	32	3	-3	-1.8	-2.4	5
- Clc1ccc(OCc2nnc(SCCN3CCCCC3)n2Cc2ccco2)cc1
    -10	-1	-4	1	-1	-15	-0.9	-2.6	-42
- Cc1[nH]n(S(=O)(=O)c2ccccc2)c(=O)c1N=Nc1cccc(Cl)c1
    -7	18	0	-3	4	-14	-0.3	-1.8	4
- CCOc1ccccc1N(CC(=O)Nc1ccc(OC)cc1OC)S(=O)(=O)c1ccccc1
    -7	-8	4	27	4	6	1.2	-0.2	-4

Compound activity (PubChem)

Hits appear at their usual frequency; any-hit rate near 3.2%.
